Assay outcomes deposited in PubChem by National Center for Advancing Translational Sciences (NCATS).
FBPA coupling cs – qHTS Assay for Inhibitors of Fructose-1,6-bisphosphate Aldolase from Giardia Lamblia: Coupling assay counterscreen | coupling enzyme system counterscreen, AmpLite Red fluorescence | activity change, negative = inhibition, % at 58.2 µM, hits read low | 290,000 compounds, 0.67% hits; in the data active = activity change below about -30%; also: % is scaled to controls: 0 for no effect and ±100 for the full control effect
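Compounds tested against the coupling enzymes alone at 57.5 uM final; readout was AmpLite Red fluorescence (525/598 nm) after 20 min at RT.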
hERG WT inh – qHTS for Inhibitors of KCHN2 3.1: Wildtype qHTS; Voltage-gated inwardly rectifying potassium channel KCNH2 (Homo sapiens), Q12809; U2OS, BacMam KCNH2, thallium flux FluxOr; hits give low values; activity change, % at 1.84 µM; 340,000 compounds, 0.37% hits; AID 720551, 2013;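 active = maximum activity change below -70%; inconclusive = maximum activity change between -70% and -50%; inactive = maximum activity change above -50%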; also: % is scaled to controls: 0 for no effect and ±100 for the full control effect
Target sequence (Q12809 whole entry, looked up): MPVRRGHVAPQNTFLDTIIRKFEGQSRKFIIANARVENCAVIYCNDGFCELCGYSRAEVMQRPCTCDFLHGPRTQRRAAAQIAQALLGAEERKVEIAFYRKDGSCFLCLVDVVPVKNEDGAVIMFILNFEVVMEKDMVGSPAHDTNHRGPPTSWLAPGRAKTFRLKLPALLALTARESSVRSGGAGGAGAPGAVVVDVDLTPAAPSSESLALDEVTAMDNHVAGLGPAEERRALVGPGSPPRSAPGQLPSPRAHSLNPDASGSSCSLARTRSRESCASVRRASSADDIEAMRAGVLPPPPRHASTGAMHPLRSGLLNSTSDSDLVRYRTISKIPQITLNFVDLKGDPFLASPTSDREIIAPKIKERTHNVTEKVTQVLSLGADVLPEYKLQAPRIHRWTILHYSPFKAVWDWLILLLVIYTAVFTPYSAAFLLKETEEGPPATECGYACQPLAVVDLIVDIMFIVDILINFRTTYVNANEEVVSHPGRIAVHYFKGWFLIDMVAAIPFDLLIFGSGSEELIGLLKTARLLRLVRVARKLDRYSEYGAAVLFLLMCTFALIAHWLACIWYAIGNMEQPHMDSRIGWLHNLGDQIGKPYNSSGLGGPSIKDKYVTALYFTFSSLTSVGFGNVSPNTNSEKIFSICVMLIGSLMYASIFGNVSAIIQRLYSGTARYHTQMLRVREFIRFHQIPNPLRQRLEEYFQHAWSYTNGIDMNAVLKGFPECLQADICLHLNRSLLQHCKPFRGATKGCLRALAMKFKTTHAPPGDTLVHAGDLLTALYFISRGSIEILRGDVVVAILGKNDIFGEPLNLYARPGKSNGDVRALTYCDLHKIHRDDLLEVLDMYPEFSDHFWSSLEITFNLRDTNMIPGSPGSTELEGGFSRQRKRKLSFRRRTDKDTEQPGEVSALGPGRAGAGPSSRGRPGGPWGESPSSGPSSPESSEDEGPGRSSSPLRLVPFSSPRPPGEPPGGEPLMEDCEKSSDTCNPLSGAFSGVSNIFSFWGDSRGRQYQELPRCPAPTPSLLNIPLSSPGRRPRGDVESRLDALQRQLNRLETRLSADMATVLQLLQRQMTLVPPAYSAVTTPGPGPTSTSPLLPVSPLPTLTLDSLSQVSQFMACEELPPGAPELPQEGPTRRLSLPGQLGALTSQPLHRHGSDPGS
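U2OS cells transduced with wild-type KCNH2 virus are loaded with FluxOr dye for 45 min, and thallium flux is measured in kinetic reads before and after stimulation buffer. Rate constants are normalized to DMSO controls.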
PKM2 activator – qHTS Assay for Activators of Human Muscle isoform 2 Pyruvate Kinase; Pyruvate kinase PKM (Homo sapiens), P14618; purified PKM2, Kinase-Glo ATP luminescence, activation; response scale: 0% is enzyme alone, no compound; Potency, µM (titrated, usually from 57.5 µM), inactives show at the highest dose activation, actives largely listed as activators; 260,000 compounds, 0.34% hits; also: potency is read from the fitted curve at half-maximal effect; % is scaled to controls: 0 for no effect and ±100 for the full control effect; nearly all actives have a fitted effect of over 55% in size
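Kinase-Glo luminescence reports ATP generated from ADP (0.1 mM) and PEP (0.5 mM) by purified hPK-M2 after 1 h at room temperature, pH 7.2 imidazole buffer; intermediate enzyme activity allows detecting inhibitors and activators.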
MLL CXXC-DNA inh – qHTS Fluorescence Polarization Assay for Inhibitors of MLL CXXC domain - DNA interaction; MLL-CXXC / FITC-HOXA9 DNA fluorescence polarization; 290,000 compounds, 0.037% hits; Histone-lysine N-methyltransferase 2A (Homo sapiens), Q03164; Potency, µM (titrated, usually from 115 µM), for the others: top-dose activity change, negative = inhibition, usual class: inhibitors; active = well fitted inhibition curve with a large enough effect in the polarisation, with a control signal flat, not every such curve was filed as active; inconclusive = small, poorly fitted or top-dose-only effect, or effect the other way, or a change in a side signal; inactive = no such curve, though single readings can be large or run the other way; the % refers to the polarisation; also: potency is read from the fitted curve at half-maximal effect
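Purified MLL-CXXC (added from a 7 uM solution) was preincubated 5 min at ambient with pinned compounds in 50 mM Tris-HCl pH 7.5, 50 mM NaCl, 1 mM DTT, 0.05% BSA. Fluorescein-labeled HOX-A9 DNA (50 nM solution) followed, 30 min, then polarization read.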
GALK inh – qHTS Assay for Inhibitors of Human Galactokinase (GALK). 270,000 compounds, 0.007% hits. P51570. Purified GALK, Kinase-Glo residual ATP luminescence. Potency, µM (titrated, usually from 57.5 µM), for inactives: top-dose activity change, negative = inhibition, actives largely listed as inhibitors; also: potency is read from the fitted curve at half-maximal effect; % is scaled to controls: 0 for no effect and ±100 for the full control effect
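Luminescence from leftover ATP (Ultra-Glo luciferase/luciferin) served as read-out after a 1 h room-temperature reaction of 5 nM GALK with 35 uM ATP and 100 uM galactose.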
Giardia kill – Small Molecules that selectively kill Giardia lamblia: qHTS; Giardia lamblia trophozoite viability; activity change, % at 7.66 µM, hits read low; 340,000 compounds, 0.15% hits; AID 540267, 2011; in the data active = activity change below about -80%; inconclusive = between about -30% and that limit;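 also: parasites exposed to compound for two days anaerobically before the ATP read; % is scaled to controls: 0 for no effect and ±100 for the full control effect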
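Giardia lamblia trophozoites (100 cells/well) were incubated with compounds for 48 h at 37 deg C under anaerobic conditions. Viability was read as ATP content by one-step luminescence after 15-30 min at room temperature.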
B2AR arrestin – qHTS assay of beta-arrestin-biased ligands of beta2-adrenergic receptor; beta-arrestin recruitment to beta2AR, cell-based reporter; Potency, µM (series often up to 46.1 µM), for inactives: top-dose activation, most hits filed as activators; 330,000 compounds, 0.02% hits;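 also: potency is read from the fitted curve at half-maximal effect; 0% = DMSO controls and full agonism = EC100 isoproterenol or metaproterenol; nearly all actives have a fitted effect of over 65% in size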
TRPV1 agonist – HTS Assay for Compounds that Act as Agonists of the Vanilloid Receptor 1; activation, % at 8.33 µM; TRPV1-expressing cells, Fluo-8 calcium influx, agonist mode; AID 540275, 2011; 320,000 compounds, 0.19% hits; Transient receptor potential cation channel subfamily V member 1 (Homo sapiens), Q8NER1; in the data active = activation above about 80%; inconclusive = between about 30% and that limit; also: 0% is about no effect
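Fluo-8 calcium influx in TRPV1-expressing cells, kinetic read (ex 480/em 520 nm). Compound added and read 3 min for agonist activity, followed by capsaicin at EC20 final and 2 min further read for enhancement.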
Menin-MLL TR inh – qHTS Assay for Inhibitors Targeting the Menin-MLL Interaction in MLL Related Leukemias: Competition With Texas Red Labeled MLL-derived Mutant Peptide; O00255; Menin + Texas Red MLL mutant peptide, fluorescence polarization; Potency, µM (highest dose often 61.6 µM), without a hit: top-dose FP activity change, negative = inhibition, hits mostly inhibitors; 270,000 compounds, 0.23% hits; active = well fitted inhibition curve with a large enough effect in the polarisation, with a control signal flat, not every such curve was filed as active; inconclusive = small, poorly fitted or top-dose-only effect, or effect the other way, or a change in a side signal; inactive = no such curve, though single readings can be large or run the other way; the % refers to the polarisation; also: potency is read from the fitted curve at half-maximal effect; % of control where 0% means no effect; many of its hits are not listed in these tables
USP2a inh – qHTS Assay for Inhibitors of Ubiquitin-specific Protease USP2a Using CHOP2 as the Reporter; Ubiquitin carboxyl-terminal hydrolase 2 (Homo sapiens), O75604; USP2 core, Ub-CHOP2 coupled fluorogenic reporter, 485/531; Potency, µM (highest dose often 38.3 µM), for inactives: at the highest dose activity change, negative = inhibition, actives largely listed as inhibitors; 330,000 compounds, 0.01% hits;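 also: potency is read from the fitted curve at half-maximal effect; plate controls were DMSO wells for no effect and full inhibition by NEM control for full effect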
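Deubiquitinase activity read as fluorescence (485/531 nm) after Ub-CHOP2 cleavage activates the enterokinase reporter on its substrate; USP2 core 10nM, Ub-CHOP2 and substrate 25nM each, 30min compound preincubation then 60min RT; data normalized to NEM, curves fitted.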
KCNH2 3.1 inh – qHTS for Inhibitors of KCHN2 3.1: Mutant qHTS; Potassium voltage-gated channel subfamily H member 2, brain isoform KCNH2 3.1 (human); U2OS KCNH2 3.1, thallium flux FluxOr; hits give low values; activity change, % (tested at about 1.8 µM); 340,000 compounds, 0.95% hits; AID 720553, 2013;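 active = maximum activity change below -70%; inconclusive = maximum activity change from -70% to -50%; inactive = maximum activity change above -50%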;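 also: thallium influx rate constant from kinetic fluorescence after stimulation buffer; % is scaled to controls: 0 for no effect and ±100 for the full control effect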
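Kinetic fluorescence (2 min after stimulation buffer) measures Tl+ influx through KCNH2 3.1 expressed by viral transduction in U2OS cells; the rate constant is normalized against DMSO controls serving as positive and negative references.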
Numbers without * were called inactive; ? = inconclusive; nt = not tested or not shown; [ ] = dose if it differs, or a comment. Unless noted, calls follow the shape of the dose curve; as a rule, active = well fitted curve in the direction sought with a large enough effect; inconclusive = small, poorly fitted or top-dose-only effect, or another doubt; inactive = no such curve, though single readings can be large; an effect the other way counts as inactive or inconclusive.

Molecule	TRPV1 agonist	Menin-MLL TR inh	B2AR arrestin	hERG WT inh	KCNH2 3.1 inh	Giardia kill	USP2a inh	MLL CXXC-DNA inh	PKM2 activator	FBPA coupling cs	GALK inh
CS(=O)(=O)Nc1ccc(C2=NN(C(=O)c3ccco3)C(c3ccccc3)C2)cc1 (stereo not given)	17	13%	-0.5%	3	-10	14	1%	-3%	14µM*	1	0%
O=C(c1cccc(Oc2ccc([N+](=O)[O-])cc2Cl)c1)N1CCOCC1	16	nt	-0.4%	-1	-11	-14	0%	2%	-10%	nt	5%
COc1ccc(NC(=O)c2ccc(NC(=O)c3nc4nccc(C)n4n3)cc2)cc1	nt	nt	-0.2%	-2	-3	-24	4%	nt	nt	nt	nt
Cc1cc(OCCOc2cccc3cccnc23)c(C)cc1Cl	-2	4%	0.3%	-8	-7	-8	-6%	1%	-11%	3	2%
O=C(C1CCN(S(=O)(=O)c2cccnc2)CC1)N1CCN(c2cccc(Cl)c2)CC1	nt	3%[11.7 µM]	-0.4%	8	-2	-7	-4%	-1%	-21%	3	0%
Cc1noc(C)c1COc1ccc(C(=O)OCC(N)=O)cc1	4	3%	-0.3%	0	5	-4	1%	-1%	-3%	1	-2%
CC(C)c1ccc2nc(NC(=O)C3CC3)sc2c1	?	47%[activator]	0.1%	-16	-7	4	0%	nt	1%	-1	nt
COc1ccc(-c2noc(CCC(=O)O)n2)cc1	2	-2%	-1.8%	4	14	9	1%	8%	-5%	3	nt

Record cards (already shown):
Profile of COc1ccc(NC(=O)c2ccc(NC(=O)c3nc4nccc(C)n4n3)cc2)cc1 → TRPV1 agonist = nt; Menin-MLL TR inh = nt; B2AR arrestin = -0.2%; hERG WT inh = -2; KCNH2 3.1 inh = -3; Giardia kill = -24; USP2a inh = 4%; MLL CXXC-DNA inh = nt; PKM2 activator = nt; FBPA coupling cs = nt; GALK inh = nt
Profile of Cc1noc(C)c1COc1ccc(C(=O)OCC(N)=O)cc1 → TRPV1 agonist = 4; Menin-MLL TR inh = 3%; B2AR arrestin = -0.3%; hERG WT inh = 0; KCNH2 3.1 inh = 5; Giardia kill = -4; USP2a inh = 1%; MLL CXXC-DNA inh = -1%; PKM2 activator = -3%; FBPA coupling cs = 1; GALK inh = -2%

(further entries)
Molecule	TRPV1 agonist	Menin-MLL TR inh	B2AR arrestin	hERG WT inh	KCNH2 3.1 inh	Giardia kill	USP2a inh	MLL CXXC-DNA inh	PKM2 activator	FBPA coupling cs	GALK inh
CCOC(=O)c1ccc(NC(=O)Oc2cc(C)c(Cl)cc2C(C)C)cc1	8	19%	-0.1%	-5	-2	24	-6%	-5%	1%	-9	-3%
O=C(CN(C1CC1)S(=O)(=O)c1ccc(S(=O)(=O)N2CCCCCC2)cc1)Nc1ccccc1	10	23%	-0.3%	-3	-23	8	0%	-6%	4%	0	3%
Cc1ccccc1C(=O)NC(=S)Nc1ccc(N2CCN(C(=O)c3ccccc3)CC2)cc1	1	-17%	-1.1%	3	nt	3	-1%	-1%	1%	-1	-1%
CCCCNc1c(-c2cccc(SC(C)CC)c2)nc2ccc(Cl)cn12 (stereo not given)	nt	nt	0.5%	-4	8	7	8%	nt	nt	nt	nt
Cc1ccc(C(=O)NNC(=O)c2cccc(C)c2)cc1	-7	0%	0.1%	-2	19	5	1%	-14%	-9%	12	2%
Cc1cc(NC(=O)COC(=O)CCS(=O)(=O)c2ccc(C)c(C)c2)no1	-1	11%	0.7%	10	-6	25	-1%	1%	-11%	1	-1%
CCOC(=O)c1nc2ccccc2nc1C	-3	-9%	0.0%	-6	6	-8	0%	3%	0%	6	-1%
Cc1cccc(Nc2nc3ccccc3n3nnnc23)c1	2	?	-0.2%	0	-4	12	1%	-4%	4%	1	7%
Cc1c(O)ccc2c(=O)c(-c3nncn3-c3ccccc3)coc12	-1	-1%	0.0%	nt	-12	4	12%	7%	?	3	0%
CC(=O)c1ccccc1NS(=O)(=O)c1cccc2nonc12	-2	nt	-0.3%	-8	10	-1	0%	2%	-4%	nt	0%
Cc1ccc(S(=O)(=O)C(CNC(=O)C(C)C)c2cccs2)cc1 (stereo not given)	0	-10%	-1.0%	9	5	-20	5%	6%	-1%	5	7%
Cc1sc(N)c(C(=O)c2ccccc2Cl)c1C	1	0%	-0.1%	-4	8	-19	-1%	6%	-3%	0	4%
COc1ccc(C(=O)NC2CC2)cc1OC1CCN(Cc2ccc(NC(C)=O)cc2)CC1	1	-9%	-0.8%	10	-7	0	-1%	5%	0%	2	nt
CCOC(=O)CSc1nc2sc3c(c2c(=O)n1-c1ccc(C)cc1)CCN(C)C3	13	?	0.5%	2	-1	36[activator]	1%	-2%	nt	0	nt
Cc1ccccc1NC(=S)NC(C)C(c1ccccc1)N1CCN(C)CC1 (stereo not given)	2	-10%	-0.3%	17	21	-12	2%	5%	2%	3	13%
C=CCn1c(CNC(=O)c2cccs2)n[nH]c1=S	-6	0%	-1.8%	8	-14	-2	3%	-2%	11%	-1	2%
Cc1cccc(C)c1NC1=NC(=S)N(c2ccccc2)C12CCOC(C)(C)C2 (stereo not given)	6	-7%	0.0%	-7	7	-12	-1%	12%	0%	-2	0%
Cc1cccc2c1N(CCCOc1ccc(C(C)(C)C)cc1)C(=O)C2=O	-2	-11%	0.4%	21	-8	-13	?	-4%	-1%	-3	1%
O=P(COCCOCCOCCOCP(=O)(c1ccccc1)c1ccccc1)(c1ccccc1)c1ccccc1	-3	-25%	0.4%	nt	-8	15	9%	-1%	1%	4	-1%
COc1cccc(Cn2cc(-c3cccc(C(F)(F)F)c3)nn2)c1	27	7%	5.2%	-16	2	-5	-2%	12%	4%	0	nt
C=CCNC(=O)COC(=O)c1oc2ccccc2c1CSC1CCCCC1	?	2%	-0.6%	-6	-7	6	1%	-4%	0%	3	3%
COC(=O)CCc1c(C)c(C(=O)c2ccc(F)cc2)c2ccccn12	5	-10%	0.1%	-3	8	-7	-1%	2%	1%	-14	0%
COC(=O)c1ccc(NC(=O)N2CCC(O)(c3cccnc3)CC2)cc1	0	10%	-0.2%	-2	8	6	1%	-10%	-9%	11	4%
Cc1cc(NC(=O)CCC(=O)N(CC(=O)NCC2CCCO2)c2ccccc2)no1 (stereo not given)	-1	?	-0.2%	-19	2	4	2%	2%	-5%	2	7%
COc1ccc(S(=O)(=O)NC(N)=NCCc2ccc(OC)c(OC)c2)cc1C	0	-13%	0.4%	1	2	9	-1%	-5%	2%	0	-2%
Cc1ccc(NCc2nnc(SCC(=O)c3ccccc3)n2Cc2ccco2)c(C)c1	3	13%	-0.2%	-13	-7	-6	1%	3%	1%	-3	-3%
COc1cc(OC)c2c(c1)S(=O)(=O)C(c1ccccc1)=C2N	1	11%	-0.3%	-13	2	22	1%	-3%	4%	1	-1%
CN(Cc1ccco1)S(=O)(=O)c1ccc2c(c1)CCN2C(=O)CCC(=O)O	-3	0%	-0.3%	-3	0	-4	1%	-3%	23%	4	nt
CCN1C(=O)[C@@H]2[C@@H](c3ccc(-c4ccc(F)cc4)c(OC)c3)N3CCC[C@@]3(C(=O)OC)[C@@H]2C1=O	nt	nt	-1.5%	-19	2	37[activator]	0%	nt	nt	nt	nt

These rows are one share of the data; the hit share may differ from the screen's.
